High-throughput results: PubChem, Johns Hopkins Ion Channel Center
Kir21 block = blocks the mouse Kir2.1 inward-rectifier potassium channel; 310,000 compounds, 0.85% hits; P35561; B-score at 10 µM; HEK293-Kir2.1, FluxOR thallium flux fluorescence; active compounds read low; AID 1672;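 active = fluorescence ratio B-score at or below minus 3 SD of library scores, with starting-brightness B-score within 2 SD, cut at about -4.2 in these data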;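 note: channel flux triggered by added potassium and thallium sulfate stimulus; B-score of peak minus minimum fluorescence over baseline after thallium stimulus; more negative B-score means stronger Kir2.1 block with less thallium influx; some compounds called inactive have numbers as strong as hits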
Target sequence (P35561 whole entry, looked up): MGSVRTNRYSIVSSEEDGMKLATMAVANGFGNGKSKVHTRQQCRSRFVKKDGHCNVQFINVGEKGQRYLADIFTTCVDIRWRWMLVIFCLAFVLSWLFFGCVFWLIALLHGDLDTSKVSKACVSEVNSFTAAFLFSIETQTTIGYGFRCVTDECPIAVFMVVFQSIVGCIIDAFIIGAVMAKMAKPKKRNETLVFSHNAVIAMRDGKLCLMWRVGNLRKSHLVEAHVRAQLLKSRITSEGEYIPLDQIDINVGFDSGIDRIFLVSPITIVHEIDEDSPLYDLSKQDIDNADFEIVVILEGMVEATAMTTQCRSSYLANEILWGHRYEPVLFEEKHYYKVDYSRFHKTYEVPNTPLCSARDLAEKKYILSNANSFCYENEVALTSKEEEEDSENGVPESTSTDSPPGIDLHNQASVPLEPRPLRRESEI
KCNQ2 inh = KCNQ2 channel blockers in CHO-K1 cells – cell-based, FluxOR thallium flux, B-score, primary screen (AID 2156); O88943; 20 min; active compounds read low; B-score at 10 µM; 310,000 compounds, 1.1% hits;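 active = fluorescence ratio B-score at most minus 3 library SDs, with starting brightness B-score within 2 library SDs, cut at about -5.5 in these data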
Starred values were filed as active, the others as inactive; i = inactive.

smiles,Kir21 block,KCNQ2 inh
COc1cc(CNCCc2ccccc2)cc(Cl)c1OCc1ccccc1,-13.4*,-7.22*
CC(OC(=O)c1ccco1)C(=O)NCc1cccs1 (stereo unspecified),0.9,i
Cc1cc(F)ccc1S(=O)(=O)N1CCCCC1CCNC(=O)C(=O)NCc1ccccn1 (stereo unspecified),1.58,i
Cc1oc(-c2ccccc2Cl)nc1CSCC(=O)NC1CCCC1,-4.74*,i
O=C(N/N=C/c1ccc(Br)o1)c1ccc2c(c1)OCCO2,-0.07,i
CCOc1ccc(N2C(=O)CC(N(CCc3ccc(OC)c(OC)c3)C(=S)Nc3ccccc3)C2=O)cc1 (stereo unspecified),2.44,i
Cn1cc(C(=O)CCl)c2ccccc21,-1.61,i
CN(C)CCNC(=O)c1ccc2c(c1)N(Cc1ccc(F)cc1)CCS2,-2.63,i
COc1ccc2cc3cc(C(=O)NCC4CCCO4)oc3nc2c1 (stereo unspecified),0.16,i
COc1cccc(/C=N/n2c(-c3cccs3)n[nH]c2=S)c1,-1.55,i
CC(C)(C)c1cc(C(=O)NNS(=O)(=O)c2ccccc2)n[nH]1,0.62,i
CC(C)COP(=O)(OCC(C)C)C(O)c1ccccc1F (stereo unspecified),-0.85,i
CCCCCCCCCCCCCCCC(=O)OC[C@H](COP(=O)([O-])OCC[N+](C)(C)C)OC(=O)CCCCCCCCCCCCCCC,0.01,i
O=C(CCCN1C(=O)CCC1=O)Nc1ccc(Cl)c(C(F)(F)F)c1,2.06,i
COc1ccc(NC(=O)CSc2ccc3nnc(CCNC(=O)c4ccccc4)n3n2)cc1OC,-2.14,i
Cc1ccc(NC(=O)c2cc(-c3ccccc3)nn2-c2ccccc2)cc1,-1.02,-5.73*
O=C(CC1CCOCC1)Nc1ccc(Cl)c(Cl)c1,0.36,i
CCN1CC(CN(C)Cc2nc(Cc3ccccc3)no2)CC1=O (stereo unspecified),-0.01,i
CC(=O)NCCc1nc2ccccc2[nH]1,-0.87,i
CC1(C)Cc2cccc(OCC(=O)Nc3ccccc3N3CCOCC3)c2O1,-1.26,i
C#CCOc1ccc2c(C)cc(=O)oc2c1,0.23,i
CC/C(Cc1ccccc1)=N/NC(=O)CNC(=O)c1ccc(Cl)cc1Cl,0.44,i
COc1cc2c(cc1OC)CN(C(=O)CCCOc1ccc(Cl)cc1Cl)CC2,-1.57,i
Cc1nc(NC(=S)NC(=O)c2cccs2)sc1C(=O)N(C)C,-1.01,i
O=C(Nc1nccs1)C1CC=CCC1 (stereo unspecified),1.43,i
COc1ccccc1N1CCN(C2CCCN(C(=O)CCc3cnccn3)C2)CC1 (stereo unspecified),-0.01,i
CC(C)NC(=O)NC(=O)CSc1nncs1,0.01,i
COc1ccc(NC(=O)Cn2nnc(C(=O)NCCc3ccccc3)c2N)cc1,0.13,i
CCc1ccc(C(=O)CSc2nnc(C)c(=O)[nH]2)cc1,1.37,i
COc1ccc(-c2cc(=O)oc3cc(OCC(=O)NCCCn4ccnc4)ccc23)cc1,-1.77,i
Cc1nn(Cc2ccccc2)c(C)c1/C=N/NC(=O)c1cccnc1,0.81,i
CCC(OC(=O)c1ccco1)C(=O)NCc1ccco1 (stereo unspecified),0.9,i
CCOC(=O)Cc1cc(=O)c2cc(C)ccc2[nH]1,1.12,i
COC(=O)c1ccccc1C(=O)N1CCOCCN(C(=O)c2ccccc2C(=O)OC)CCOCC1,-2.16,i
CC(=O)N1c2ccc(S(=O)(=O)N(C)CC(=O)NCc3ccccc3)cc2CC1C (stereo unspecified),-2.01,i
CCOC(=O)/C(C#N)=C\c1cccnc1,-0.21,i
COc1ccc(C2N=C(c3ccccc3)NO2)cc1OC (stereo unspecified),0.03,i
CCN(CC)C(=O)CSc1nc2cccnc2n1-c1ccccc1OC,-1.41,i
CCOC(=O)CSc1cc(CSc2ccccc2)nc(-c2ccccc2)n1,1.47,i
Cc1cccc(S(=O)(=O)N2CCC(CO)(Cc3ccccc3)CC2)c1,-1.12,i
Cc1noc(C(=O)NCc2ccccc2)c1Cl,-0.96,i
CCCCN(C)CCC(=O)Nc1ccc2c(c1)CCC2,-0.26,i
Cc1ccc2nc(SCC(=O)N3CCCCCC3)nc(=O)n2c1,0.06,i
O=C(NC(=S)Nc1ccc(Br)cn1)c1cncc(Br)c1,-0.77,i
O=C(COc1ccc(F)cc1)NCCCn1ccnc1,-0.11,i
CC(C)CC(=O)N1CCN(S(=O)(=O)c2ccccc2)CC1,1.46,i
Cc1ccc(-n2ncc3c(=O)n(CC(N)=O)cnc32)cc1C,-0.29,i
CC(NS(=O)(=O)c1ccc(CCC(=O)NCc2ccco2)cc1)c1ccccc1 (stereo unspecified),-0.38,i
O=C(N/C(=C/c1cccnc1)C(=O)N1CCOCC1)c1ccccc1Cl,0.18,i
CN1C=CC=C/C1=C1\SC(=S)N(C2CCCCC2)C1=O,0,i

Remaining list, next part:
smiles,Kir21 block,KCNQ2 inh
COc1cccc(OC)c1C(=O)Nc1ccc(C(=O)NCc2ccccc2)cc1,-1.39,i
COc1cccc(CNC(=O)CSCC(=O)Nc2cc(C)on2)c1,-2.86,i
C[C@]12CCC3c4ccc(O)cc4CCC3C1CC/C2=N\N (stereo partly specified),-0.24,i
Cc1cc(SCc2cccc(C(F)(F)F)c2)nc(=O)[nH]1,2.69,i
O=C(CCCCCNC(=O)N1CCn2c1nc1ccccc12)NCc1ccc(Cl)cc1,-0.69,i
Cc1cc2nn(-c3ccc(F)cc3)nc2cc1N,-0.26,i
COc1ccc(OCCNC2CCCC2)cc1,1.12,i
O=C(c1cc(-c2ccc(Cl)cc2)on1)N1CCCC1,-1.08,i
CC(C)(C)C(=O)Nc1ccc(N2CCN(S(C)(=O)=O)CC2)cc1,-0.26,i
Cc1cc(NC(=O)C(C)SCC(=O)OCC(=O)N(C)c2ccccc2)no1 (stereo unspecified),0.01,i
CC(C)NS(=O)(=O)c1ccc(CCC(=O)Nc2cc(Cl)ccc2Oc2ccccc2)cc1,1.39,i
c1ccc2c(c1)CCN(c1nc3ccccc3n3cnnc13)C2,1.06,i
CCOC(=O)c1cc(S(=O)(=O)N2CCOCC2)cn1C,-1.32,i
Cc1cccc(C(=O)OCC(=O)Nc2c(C)nn(-c3ccccc3)c2C)c1O,-0.17,i
CCN1CCN(c2ccc(S(=O)(=O)N3CCOCC3)cc2NC(=O)c2ccc(Cl)cc2Cl)CC1,-0.08,i
COC(=O)c1sc(N)c(C(=O)OC)c1CSc1nc2sc3c(c2c(=O)n1C)CCC3,-3.4,i
COCCCn1c2nc3ccccc3nc2c2c(=O)n(-c3ccccc3OC)cnc21,0.23,i
O=C(Oc1ccc2c(c1)OCO2)c1ccc(Br)c(S(=O)(=O)N2CCOCC2)c1,-1.3,i
CN(C)c1ccc(C2Nc3ccccc3C(=O)N2CCCN2CCOCC2)cc1 (stereo unspecified),0.56,i
OCCC1CN(Cc2cccn2-c2cccnc2)CCN1C1CCCC1 (stereo unspecified),0.49,i
O=C(O)c1cc2c(=O)c3ccccc3oc2nc1C(F)(F)F,0.98,i
COc1ccccc1CN(C)CC(=O)Nc1ccc(Cl)cc1C(F)(F)F,-3.51,i
CCc1cc2c(=O)[nH]c(N3CCOCC3)nc2s1,1.76,i
CCC1Oc2ccccc2N(CC(=O)NCCCN2CCN(CC)CC2)C1=O (stereo unspecified),-0.6,i
CC(=O)[C@@H]1[C@@H]2C(=O)N(C3CCCCC3)C(=O)[C@@H]2C2c3ccccc3C=CN21 (stereo partly specified),0.76,i
O=c1[nH]cnc2scc(-c3ccc(F)cc3)c12,0.96,i
CC(NC(=O)C(=O)N1CCCCC1)C(c1cccs1)N1CCN(c2ccc(F)cc2)CC1 (stereo unspecified),0.71,i
COc1ccccc1N(Cc1cc(=O)[nH]c2ccccc12)C(C)=O,1.73,i
O=C(/C=C/Nc1cccc([N+](=O)[O-])c1)c1cccs1,0.2,i
CN1c2ccccc2C(C)(C)[C@]12C=Cc1cc(O)ccc1O2,-5.86*,-9.52*
CCOC(=O)C1CCCN(Cc2cn(C)nc2-c2ccc3c(c2)OCCO3)C1 (stereo unspecified),-0.15,i
Cc1ccc(-c2nc(CS(=O)(=O)CC(=O)NCCCN3CCN(C)CC3)c(C)o2)cc1,0.17,i
Cc1sc2nc3ccc(N4CCCCC4)nn3c(=O)c2c1C,0.54,i
CC1CCCCN1CC(=O)NC(c1ccccc1)c1ccccc1 (stereo unspecified),-1.56,i
COc1ccc(NC(=O)c2cnc3n(c2=O)CCS3)cc1OC,-1.14,i
CCCOP(=O)(c1ccccc1)c1ccccc1,0.84,i
COC(=O)C1=C(NC(=O)CCCCl)CCS1,1.75,i
CCCOc1ccc(C(=O)NC(=S)NCc2cccnc2)cc1,-0.26,i
CN(Cc1cccs1)S(=O)(=O)c1cccs1,-0.26,i
CCC(C)(C(=O)Nc1ccccc1C)N(C(=O)CNC(C)=O)c1ccccc1C (stereo unspecified),-2.48,i

Grouped by structure: the compounds so far with a tert-butyl group
smiles,Kir21 block,KCNQ2 inh
CC(C)(C)c1cc(C(=O)NNS(=O)(=O)c2ccccc2)n[nH]1,0.62,i
CC(C)(C)C(=O)Nc1ccc(N2CCN(S(C)(=O)=O)CC2)cc1,-0.26,i

Other compounds:
smiles,Kir21 block,KCNQ2 inh
COCCn1cnc2c1c(=O)n(CC(=O)NC(=O)NC(C)(C)C)c(=O)n2Cc1ccccc1,-0.09,i
CCCCC(c1nnnn1Cc1ccco1)N1CCN(C(=O)c2ccco2)CC1 (stereo unspecified),0.68,i
Cc1cc(C)c2c(c1)NC(c1cc3c(cc1Br)OCO3)C1CC=CC21 (stereo unspecified),0.67,i
COc1ccc(-c2nnc(SCC(=O)NC3CCCC3)n2C)cc1,1.18,i
Cc1ccc(N2C(=O)C(CC(=O)Nc3cccc(F)c3)N(C3CC3)C2=O)cc1 (stereo unspecified),-0.38,i
CCOC(=O)n1c(SCC(N)=O)nc2ccccc21,1.52,i
Cc1cc(-n2c(=O)c(C#N)cc3c(=O)n4cccc(C)c4nc32)no1,-2.5,i
Cc1cc(C)n2nc(-c3ccccc3)c(-c3ccccc3)c2n1,-1.59,i
Cc1cc(NS(=O)(=O)c2ccc3c(c2)OCCO3)no1,-1,i
CC1=C(C(=O)Nc2ccccc2)C(c2ccncc2)n2nnnc2N1 (stereo unspecified),1.92,i

Entries listed above shown as hits in KCNQ2 inh.
smiles,Kir21 block,KCNQ2 inh
COc1cc(CNCCc2ccccc2)cc(Cl)c1OCc1ccccc1,-13.4*,-7.22*
Cc1ccc(NC(=O)c2cc(-c3ccccc3)nn2-c2ccccc2)cc1,-1.02,-5.73*
CN1c2ccccc2C(C)(C)[C@]12C=Cc1cc(O)ccc1O2,-5.86*,-9.52*

Further records.
smiles,Kir21 block,KCNQ2 inh
O=C(COc1ccccc1-c1ccccc1)N/N=C/c1ccncc1,1.75,i
Cc1ccsc1-c1nc(-c2ccccc2)c(-c2ccccc2)[nH]1,1.44,i
Cc1ccc(NS(=O)(=O)c2cccc(C(=O)NCCCN3CCOCC3)c2)cc1,-1.03,i
CSc1nc2nc(-c3cccc(C(F)(F)F)c3)ccn2n1,0.4,i
COc1ccc(CNC(=O)C(CCSC)NS(=O)(=O)c2ccccc2F)cc1 (stereo unspecified),-0.43,i
CCn1c(CCC(=O)Nc2cc(F)ccc2C)nc2cc(S(=O)(=O)N(C)C)ccc21,-0.83,i
O=C(CNC(=O)c1ccc(S(=O)(=O)N2CCCC2)cc1)N/N=C/c1ccc(Cl)cc1,0.9,i
O=C(CSc1ccccc1)Nc1nnc(C2CC2)s1,-4.36,i
COc1cc(C(Nc2ccc(S(=O)(=O)NCC3CCCO3)cc2)C(=O)NC(C)(C)C)cc(OC)c1OC (stereo unspecified),1.38,i
O=C(Cn1cccc1)N1CCN(C(c2ccccc2)c2ccccc2)CC1,1.88,i
C=CCN1C(=O)/C(=c2\sc3nc(=O)c(Cc4ccc(OC)c(OC)c4)nn3c2=O)c2ccccc21,1.48,i
Cc1ccc(S(=O)(=O)CCc2nnc(NC(=O)COc3cccc(C)c3)s2)cc1,-2.08,i
Cc1coc2cc3oc(=O)c4c(c3cc12)CCC4,1.46,i
CN(Cc1ccccc1)C(=O)CCC1CCN(C(=O)c2ccccc2C(F)(F)F)CC1,0,i
Cc1sc2nc(CSc3nnc(Cc4cccs4)n3C3CCCCC3)[nH]c(=O)c2c1C,-0.92,i
COCCNC(=O)C1CC(=O)N(c2ccc(OC)cc2)C1c1ccc(OC)cc1 (stereo unspecified),0.15,i
CCC1=NN2C(=N)/C(=C\c3ccc(OCCOc4ccc(NC(C)=O)cc4)cc3)C(=O)N=C2S1,-0.77,i
CCOC(=O)CSc1cc(C)nc2ccc(OC)cc12,1.75,i
CC(C)(O)C#Cc1ccc(CN2CCN(Cc3ccccc3)C(CCO)C2)s1 (stereo unspecified),0.06,i
O=C(O)c1ccc(N/N=C/c2cn(-c3ccccc3)nc2-c2cccs2)cc1,1.36,i
O=C(CN1C(=O)c2ccccc2C1=O)N1CCOCC1,0.04,i
Cc1ccc2c(c1)NC(=O)C(CC(=O)NCCCN1CCCC1)O2 (stereo unspecified),0.95,i
COc1ccc(NC(=O)COC(=O)[C@@H](NC(=O)c2c(F)cccc2F)C(C)C)cc1,0.29,i
